DENV2 CPE = DENV2-induced cell death inhibition | AID 651640 | DENV2-infected cells, cytopathic effect rescue, plate reader | CPE inhibition, % at 9.99 µM | 350,000 tested, 1.7% active; in the data active = CPE inhibition above about 20%, passing the limit was not always enough; inconclusive = no clear call, values can overlap the other calls; tested in BHK-21 cells;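 also: 0% = median of neutral control wells and 100% = median of positive control wells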
ERp5 block = blocks human ERp5 reductase activity on insulin; Q15084; ERp5 insulin aggregation, absorbance 650 nm, 90 min; inhibition, % at 9.99 µM; 350,000 tested, 0.05% active;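 active = mean replicate inhibition above about 25%, with every replicate also reaching it, limit read from the data, passing the limit was not always enough; inconclusive = only one of those two criteria met; inactive = neither criterion met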
Target sequence (Q15084 whole entry, looked up): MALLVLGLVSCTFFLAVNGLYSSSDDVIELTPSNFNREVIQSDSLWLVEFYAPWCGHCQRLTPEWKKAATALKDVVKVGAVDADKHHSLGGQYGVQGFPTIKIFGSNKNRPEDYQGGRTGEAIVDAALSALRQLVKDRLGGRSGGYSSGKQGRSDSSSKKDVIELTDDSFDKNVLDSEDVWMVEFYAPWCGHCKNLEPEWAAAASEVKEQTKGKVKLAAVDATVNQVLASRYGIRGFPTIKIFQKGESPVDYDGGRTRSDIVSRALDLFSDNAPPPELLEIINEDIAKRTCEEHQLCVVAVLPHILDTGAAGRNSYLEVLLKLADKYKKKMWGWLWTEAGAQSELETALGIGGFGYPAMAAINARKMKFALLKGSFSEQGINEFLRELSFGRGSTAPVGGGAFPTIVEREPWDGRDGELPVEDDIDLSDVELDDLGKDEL
SIRT5 block = sirtuin-5 (human) deacylase inhibition | Q9NXA8 | Purified SirT5, succinyl-peptide AMC, trypsin-coupled fluorescence | inhibition, % at 15 µM | 330,000 tested, 1.1% active; in the data active = inhibition above about 15%; inconclusive = no clear call, values can overlap the other calls
Target sequence (Q9NXA8 whole entry, looked up): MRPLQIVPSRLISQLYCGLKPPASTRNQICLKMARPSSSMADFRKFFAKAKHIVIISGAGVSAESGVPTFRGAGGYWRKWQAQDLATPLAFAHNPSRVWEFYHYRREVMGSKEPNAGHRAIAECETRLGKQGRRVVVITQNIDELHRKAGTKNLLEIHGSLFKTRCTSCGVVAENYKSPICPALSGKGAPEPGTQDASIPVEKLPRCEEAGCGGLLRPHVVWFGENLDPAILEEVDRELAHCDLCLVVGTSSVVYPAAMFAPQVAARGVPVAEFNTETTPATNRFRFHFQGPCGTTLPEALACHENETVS
ERAP1 HTS inh = ERAP1 (human) enzyme inhibition; inhibition, % at 10.7 µM; AID 652197; 340,000 tested, 0.15% active; recombinant ERAP1, Leu-AMC fluorescence, 60 min;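 active = mean replicate inhibition of at least 30%, or all replicates individually reaching that 30% level; inactive = mean below 30% and not every replicate reaching it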;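 also: 0% = neutral control wells and 100% = L-leucinethiol positive control wells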
Casp6 inh = blocks human caspase-6 cleavage activity; 350,000 tested, 0.53% active; inhibition, % at 12.5 µM; purified caspase-6, Z-VEID-R110 cleavage fluorescence; P55212;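 active = mean inhibition across replicates at least about 35%, with every replicate also reaching that limit, limit read from the data; inconclusive = only one of the two criteria met; inactive = neither criterion met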;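 also: 0% = median of neutral control wells and 100% = no fluorescence left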
Target sequence (P55212 24-179 limits assumed): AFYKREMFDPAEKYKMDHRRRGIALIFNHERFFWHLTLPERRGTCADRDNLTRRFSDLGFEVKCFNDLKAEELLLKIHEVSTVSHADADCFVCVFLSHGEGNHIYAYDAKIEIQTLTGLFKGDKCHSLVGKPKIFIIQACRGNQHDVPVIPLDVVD
Target sequence (P55212 194-293 limits assumed): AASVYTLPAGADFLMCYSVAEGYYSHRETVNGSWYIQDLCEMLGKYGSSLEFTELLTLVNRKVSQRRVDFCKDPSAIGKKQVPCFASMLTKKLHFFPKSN
miR-122 sensor = inhibitors of miR-122 in Huh7 cells; Huh7 miR-122 Renilla luciferase sensor, 48 h; neutral wells = 0, positive control = 100; 340,000 tested, 0.3% active; activation (reporter increase), % at 12.5 µM;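 active = mean replicate activation score at least 90 and every replicate individually at or above 90; inconclusive = only one of the two criteria met; inactive = neither criterion met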;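 also: higher luciferase means less miR-122 activity so hits act as miR-122 inhibitors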
F508del corr = correctors of CFTR F508del function in bronchial epithelial cells; 350,000 tested, 0.36% active; CFBE cells, YFP halide quenching; stimulated with forskolin plus potentiator P3; % fluorescence drop versus neutral controls; activity (quench increase), % at 7.58 µM; AID 720511;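 active = mean added fluorescence quench of at least 8% versus neutral control, with both replicates also reaching 8%; inconclusive = only one of the mean or replicate conditions met; inactive = mean below 8% and not both replicates reaching 8%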;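 also: cells transiently co-express mutant CFTR-F508del with the halide-sensitive YFP; corrector assay measuring rescue of mutant channel to the surface after 24 h compound exposure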
* = called active by the depositor; [ ] = remark or other dose. An unsorted share of the library; 4% or so of the library scored in one or more.

How did O=C(Nc1ccc2c(c1)OCO2)N[C@H]1C=C[C@@H](CC(=O)N2CCN(c3ccccc3)CC2)O[C@@H]1CO do in these assays?
DENV2 CPE: -3.3; ERp5 block: 1.6; SIRT5 block: -1.5; ERAP1 HTS inh: -1.8; Casp6 inh: 2.9; miR-122 sensor: -1.0[16.7 µM]; F508del corr: 0.2

Results for CCOc1ccccc1NC(=O)n1ncc2c(C)cccc21 ?
DENV2 CPE: 10.2; ERp5 block: 0.6; SIRT5 block: 3.0; ERAP1 HTS inh: -3.1; Casp6 inh: -0.9; miR-122 sensor: -2.2; F508del corr: -0.9

What do the screens show for `CCc1ccccc1OCC(=O)N1CCN(c2ncccn2)CC1`?
DENV2 CPE: 5.5; ERp5 block: 9.6; SIRT5 block: -3.4; ERAP1 HTS inh: -1.0; Casp6 inh: 1.7; miR-122 sensor: -5.1; F508del corr: -6.5

How did CC(Sc1n[nH]c(=O)n1Cc1ccccc1)C(=O)NC1CCCCC1C (configuration not stated) do in these assays?
DENV2 CPE: 7.3; ERp5 block: -4.0; SIRT5 block: 0.6; ERAP1 HTS inh: 1.3; Casp6 inh: -5.5; F508del corr: -3.7

How did CCN(CC)S(=O)(=O)c1cccc(NN=c2c(=O)c3ccccc3c2=O)c1 do in these assays?
DENV2 CPE: 5.3; ERp5 block: -0.9; SIRT5 block: -4.6; ERAP1 HTS inh: -4.8; Casp6 inh: -1.3; miR-122 sensor: -3.0; F508del corr: 0.9

What do the screens show for `CC(C)Oc1ccc(NC(=O)C2CCCNC2=O)cc1` (configuration not stated)?
DENV2 CPE: 4.1; ERp5 block: 6.3; SIRT5 block: -0.1; ERAP1 HTS inh: 0.8; Casp6 inh: -0.2; miR-122 sensor: -0.2

What do the screens show for `Cn1cc(-c2coc3c(C(=O)NCc4cccnc4)cccc23)cn1`?
DENV2 CPE: -4.8; ERp5 block: 1.4; SIRT5 block: -3.9; ERAP1 HTS inh: -0.8; Casp6 inh: 0.5; miR-122 sensor: 3.5; F508del corr: 0.1

Results for O=C(O)/C=C/c1ccc(S(=O)(=O)Nc2ccc(OCc3ccccc3)cc2)cc1 ?
DENV2 CPE: -1.6; ERp5 block: 2.4; SIRT5 block: -5.2; ERAP1 HTS inh: 1.0; Casp6 inh: 2.1; miR-122 sensor: 1.7; F508del corr: -2.5

What do the screens show for `CCS(=O)(=O)N1CCC2(CC1)CN(C(=O)Nc1cccc(F)c1)[C@H](CO)c1c2c2ccc(OC)cc2n1C`?
DENV2 CPE: 8.2; ERp5 block: 11.8; SIRT5 block: 4.0; ERAP1 HTS inh: 5.6; Casp6 inh: 1.6; F508del corr: 0.1

How did COc1ccccc1N(C)S(=O)(=O)c1ccc(Cl)c(C(=O)NCCCN2CCOCC2)c1 do in these assays?
DENV2 CPE: -4.1; ERp5 block: 8.5; SIRT5 block: -1.2; ERAP1 HTS inh: -1.6; Casp6 inh: 0.3; F508del corr: -0.5

What do the screens show for `CS(=O)(=O)N1CCN(C(=O)c2ccc3c(c2)OCCO3)CC1`?
DENV2 CPE: -3.6; ERp5 block: 0.4; SIRT5 block: 0.4; ERAP1 HTS inh: 1.0; Casp6 inh: -2.0; miR-122 sensor: -4.5; F508del corr: 0.7

Results for CCCC(=O)Nc1cc(C)c2c(=O)oc3ccccc3c2n1 ?
DENV2 CPE: inconclusive; ERp5 block: -4.3; SIRT5 block: 1.8; ERAP1 HTS inh: -2.6; Casp6 inh: -1.2; miR-122 sensor: -3.8; F508del corr: 2.1

How did CCCCNC(=O)NNc1nc(Cl)cc(C)c1C#N do in these assays?
DENV2 CPE: 11.0; ERp5 block: -0.2; Casp6 inh: 0.5; miR-122 sensor: -4.6; F508del corr: -4.9

How did COc1ccc(CC(CN)c2ccccc2)cc1 (configuration not stated) do in these assays?
DENV2 CPE: 10.7; ERp5 block: 0.2; SIRT5 block: -1.8; ERAP1 HTS inh: 1.3; Casp6 inh: 0.2; miR-122 sensor: 4.7; F508del corr: 5.3

Results for O=C1CCCN1C(=O)CSc1nnnn1-c1ccccc1 ?
DENV2 CPE: 6.1; ERp5 block: 0.0; SIRT5 block: -5.9; ERAP1 HTS inh: 2.4; Casp6 inh: 2.1; miR-122 sensor: 6.0; F508del corr: 1.6

How did CC(=O)NCC(=O)OCC(=O)Nc1nc(-c2ccccc2)cs1 do in these assays?
DENV2 CPE: 6.0; ERp5 block: 2.9; ERAP1 HTS inh: 1.9; Casp6 inh: -1.5; miR-122 sensor: -8.2; F508del corr: -0.1

Results for COc1cc(C(=O)NCC(c2cccs2)N2CCOCC2)ccc1OCc1ccc(Cl)cc1 (configuration not stated) ?
DENV2 CPE: 11.2; ERp5 block: -4.9; ERAP1 HTS inh: -0.1; Casp6 inh: -0.5; miR-122 sensor: -6.1; F508del corr: -0.6

What do the screens show for `COc1cc(C2=NC(CO)(CO)CO2)cc(OC)c1OC`?
DENV2 CPE: 4.2; ERp5 block: 2.4; SIRT5 block: 1.8; ERAP1 HTS inh: -8.1; Casp6 inh: 0.3; miR-122 sensor: -11.2; F508del corr: -0.2

How did Cc1nn(Cc2ccc(F)cc2)c(C)c1NC(=O)c1cc(-c2ccco2)on1 do in these assays?
DENV2 CPE: -6.3; ERp5 block: 2.5; SIRT5 block: 2.5; ERAP1 HTS inh: 2.9; Casp6 inh: 4.5; miR-122 sensor: 0.9; F508del corr: -1.3

What do the screens show for `C[C@H](NC(=O)[C@@H]1CSC2c3ccccc3C(=O)N21)C(=O)NCc1c(F)cccc1Cl` (some centres not stated)?
DENV2 CPE: -2.6; ERp5 block: 1.4; SIRT5 block: -3.2; ERAP1 HTS inh: -0.3; Casp6 inh: 0.0; miR-122 sensor: 4.7; F508del corr: -0.6

How did O=[N+]([O-])c1ccc(CN2CC(N3CCC(Cc4ccccc4)CC3)CS2(=O)=O)cc1 (configuration not stated) do in these assays?
DENV2 CPE: inconclusive; ERp5 block: -6.0; SIRT5 block: 3.6; Casp6 inh: -2.1; miR-122 sensor: -12.7; F508del corr: 4.5

What do the screens show for `CC(C)CC#Cc1cnc2c(c1)C(=O)N([C@H](C)CO)C[C@H](C)[C@@H](CN(C)C(=O)Cc1ccccc1)O2`?
DENV2 CPE: 1.9; ERp5 block: 3.0; SIRT5 block: 2.5; ERAP1 HTS inh: 3.0; Casp6 inh: -7.0; miR-122 sensor: 17.9[16.7 µM]; F508del corr: 2.1

Results for CC(OC(=O)Cn1[nH]c(=O)c2ccccc2c1=O)C(=O)NC1(C#N)CCCCC1 (configuration not stated) ?
DENV2 CPE: -5.5; ERp5 block: 1.3; SIRT5 block: -2.3; ERAP1 HTS inh: 2.8; Casp6 inh: 0.3; F508del corr: -0.9

Results for CCOc1ccc(Nc2nc(N)nc(CCl)n2)cc1 ?
DENV2 CPE: -5.4; SIRT5 block: -1.3; ERAP1 HTS inh: 1.5; Casp6 inh: 2.0; F508del corr: -2.1

What do the screens show for `C[C@@H]1CN([C@@H](C)CO)C(=O)c2cccc(NC(=O)C3CCCCC3)c2O[C@H]1CN(C)C(=O)NC1CCCCC1`?
DENV2 CPE: 4.6; ERp5 block: 7.8; SIRT5 block: -23.8; ERAP1 HTS inh: -2.2; Casp6 inh: 0.8; miR-122 sensor: -1.5[16.7 µM]; F508del corr: 0.3

Results for C=CCNC(=S)N1CCN(CCNC2=CC(=O)CC(C)(C)C2)CC1 ?
DENV2 CPE: 16.1; SIRT5 block: -2.8; ERAP1 HTS inh: -0.2; Casp6 inh: -2.0; F508del corr: -1.8

How did O=C(CSc1ccc2nnc(CCNC(=O)c3ccccc3)n2n1)NCc1ccco1 do in these assays?
DENV2 CPE: 4.8; ERp5 block: -1.9; SIRT5 block: -1.6; ERAP1 HTS inh: 2.2; Casp6 inh: 1.1; F508del corr: -3.8

Results for Cc1noc(C)c1S(=O)(=O)N(C)C[C@H]1OCCCC[C@H](C)Oc2ccc(NS(=O)(=O)c3cn(C)cn3)cc2C(=O)N([C@H](C)CO)C[C@@H]1C ?
DENV2 CPE: 14.7; ERp5 block: 2.6; SIRT5 block: -5.0; ERAP1 HTS inh: -2.4; Casp6 inh: -1.5; miR-122 sensor: 4.4[16.7 µM]; F508del corr: -0.6

What do the screens show for `CN(C)S(=O)(=O)c1ccc(C(=O)OCC(=O)Nc2ccc3c(c2)OCO3)cc1`?
DENV2 CPE: inconclusive; ERp5 block: -3.3; SIRT5 block: -3.2; ERAP1 HTS inh: 0.1; Casp6 inh: 0.9; F508del corr: -2.3

What do the screens show for `COc1cc(Br)cc(CN2CCN(c3ncccn3)CC2)c1O`?
DENV2 CPE: -1.1; ERp5 block: 0.0; SIRT5 block: 0.2; ERAP1 HTS inh: -4.6; Casp6 inh: 7.5; F508del corr: 4.0

How did COc1ccc(NC(=O)Nc2ccc3c(c2)CC(=O)N([C@@H](C)CO)C[C@H](C)[C@@H](CN(C)Cc2ccc(C(=O)Nc4ccccc4N)cc2)O3)cc1 do in these assays?
DENV2 CPE: -4.4; ERp5 block: 9.4; SIRT5 block: -0.3; ERAP1 HTS inh: 1.5; Casp6 inh: -3.4; F508del corr: -2.9

What do the screens show for `CC(C)(CNC(=O)COc1ccccc1Cc1ccccc1)N1CCOCC1`?
DENV2 CPE: 9.7; ERp5 block: -3.0; SIRT5 block: 0.6; ERAP1 HTS inh: 4.8; Casp6 inh: -2.0; F508del corr: -0.9

What do the screens show for `CCNC(=O)C12CCC(C)(C(=O)O1)C2(C)C` (configuration not stated)?
DENV2 CPE: 13.6; ERp5 block: 0.3; SIRT5 block: -0.7; ERAP1 HTS inh: -0.3; Casp6 inh: -3.8; miR-122 sensor: -8.1; F508del corr: -0.5

What do the screens show for `CCOc1nc(NCCN2CCOCC2)nc(Nc2ccc([N+](=O)[O-])cc2)n1`?
DENV2 CPE: -3.8; ERp5 block: 0.2; SIRT5 block: -2.9; ERAP1 HTS inh: 1.9; F508del corr: -2.2

Results for CCN(CC)S(=O)(=O)c1cccc(NC(=O)COc2ccc(F)cc2Br)c1 ?
ERp5 block: 0.8; SIRT5 block: 0.3; ERAP1 HTS inh: -1.6; Casp6 inh: -5.3; F508del corr: -0.1

Results for C=Cn1cc[n+](CC(=O)c2ccc(C)cc2)c1 ?
DENV2 CPE: 0.7; ERp5 block: 5.4; SIRT5 block: 1.1; ERAP1 HTS inh: -2.3; Casp6 inh: -17.6; F508del corr: 2.1

How did O=C1CC(N2C(=O)/C(=C/C=C/c3ccccc3)SC2=S)C(=O)N1c1ccccc1 (configuration not stated) do in these assays?
DENV2 CPE: 1.5; ERp5 block: 4.6; SIRT5 block: -1.5; ERAP1 HTS inh: 0.3; Casp6 inh: -4.6

What do the screens show for `O=C1C2CC=CCC2C(=O)N1c1ccc(N2CCN(c3ccccn3)CC2)c([N+](=O)[O-])c1` (configuration not stated)?
DENV2 CPE: 1.7; ERp5 block: 0.5; ERAP1 HTS inh: -2.8; Casp6 inh: 0.6; F508del corr: -1.0

How did Cc1cc(NC(=O)COC(=O)c2ccccc2O)no1 do in these assays?
DENV2 CPE: 1.3; ERp5 block: 3.4; SIRT5 block: -7.5; ERAP1 HTS inh: -0.8; Casp6 inh: 0.3; miR-122 sensor: -3.8; F508del corr: 2.5

How did CN(C)C(=O)[C@]1(CCS(=O)(=O)c2ccccc2)N=C(c2ccc(OCCCO)cc2)O[C@@H]1c1ccccc1 do in these assays?
DENV2 CPE: 3.3; ERp5 block: 1.4; SIRT5 block: 1.8; ERAP1 HTS inh: -2.9; Casp6 inh: 2.1; F508del corr: -0.2

Results for Cn1c(SCC(=O)NCCc2ccc(S(N)(=O)=O)cc2)nc2ccccc2c1=O ?
ERp5 block: -1.4; ERAP1 HTS inh: -1.1; Casp6 inh: 1.5; F508del corr: 1.7

What do the screens show for `CCn1c(CSCc2c(Cl)cccc2Cl)n[nH]c1=S`?
DENV2 CPE: -2.0; ERp5 block: 1.6; ERAP1 HTS inh: 0.6; Casp6 inh: 3.8; miR-122 sensor: -2.4; F508del corr: 1.7

Screening data from PubChem BioAssay.
